# Assay outcomes deposited in PubChem BioAssay by several laboratories.
# m5-HT2A agonist: activates the mouse 5-HT2A serotonin receptor. CHO-K1 mHTR2A beta-arrestin complementation, luminescence; percent of 30 µM serotonin response. activation, % at 7.6 µM. 360,000 compounds, 0.66% hits;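 active = activation above a run cutoff, the mean activation of all tested compounds plus 3 SD, cut at about 14% in these data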;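 note: 0% = plate median of compound wells and 100% = 30 µM serotonin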
# hiPSC survival: increases survival of single human iPS cells; hiPSC single-cell survival, ATPlite luminescence; 100% = ROCK inhibitor wells, 0% = DMSO; AID 602274; survival enhancement, % at 20 µM; 360,000 compounds, 0.044% hits; in the data active = survival enhancement above about 18%;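 note: cells exposed to compounds for 16 hours before the ATP read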
# CaV13 ICDI inh: Primary screen for inhibitors of IQ motif and Ca2+-dependent inactivation inhibitor domain binding in CACNA1D, Förster resonance energy transfer in living cells, …; 340,000 compounds, 0.098% hits; HEK cells, CFP/YFP FRET ICDI-IQ, plate reader, 10 min; percent FRET-ratio fall versus neutral wells; AID 743397; inhibition, % at 12.3 µM;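 active = mean replicate inhibition of at least 30% and at least 1% of replicates passing that level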;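 note: 0% = median of the neutral control wells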
# PDI turbidity: blocks human protein disulfide isomerase activity | P07237 | PDI insulin aggregation turbidity, A650, 90 min | inhibition, % at 10 µM | 350,000 compounds, 0.052% hits | AID 588391;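 active = mean inhibition across replicates of 30% or more, whatever share of single replicates reach that level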;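 note: absorbance from insulin aggregation driven by PDI reduction with DTT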
# Target sequence (P07237 whole entry, looked up): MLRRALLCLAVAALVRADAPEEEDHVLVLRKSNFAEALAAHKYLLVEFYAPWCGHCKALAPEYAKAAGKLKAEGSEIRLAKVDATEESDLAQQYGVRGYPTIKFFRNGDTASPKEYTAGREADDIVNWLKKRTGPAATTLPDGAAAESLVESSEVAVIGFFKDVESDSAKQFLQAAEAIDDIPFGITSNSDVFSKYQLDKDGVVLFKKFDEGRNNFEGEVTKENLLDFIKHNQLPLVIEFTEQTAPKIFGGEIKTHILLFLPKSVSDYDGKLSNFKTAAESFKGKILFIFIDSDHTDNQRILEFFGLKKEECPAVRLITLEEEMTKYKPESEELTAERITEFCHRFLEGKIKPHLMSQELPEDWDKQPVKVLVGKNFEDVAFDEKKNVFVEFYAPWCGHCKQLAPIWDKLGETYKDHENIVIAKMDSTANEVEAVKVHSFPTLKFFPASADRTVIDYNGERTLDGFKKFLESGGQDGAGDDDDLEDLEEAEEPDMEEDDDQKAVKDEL
# TRPM1 prom inh: reduces MITF-dependent TRPM1 promoter luciferase signal. SK-MEL-5 TRPM1 promoter luciferase, 24 h. inhibition, % at 12.5 µM. 330,000 compounds, 0.83% hits. AID 488899;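 active = mean inhibition across replicates of 60% or more, whatever share of single replicates reaches that level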; note: values of inactives mirror those of a sister screen read the other way
# H9c2 protect: protects H9c2 cardiomyocytes from peroxide injury. H2O2 injury protection, ATPLite, 2 h. protection from H2O2 cell death, % at 20 µM. 360,000 compounds, 0.63% hits. AID 588492;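 active = compounds giving at least 50% protection of heart cells from peroxide-induced death in the single-dose screen, raw or plate-pattern-corrected value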;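 note: 0% = DMSO wells with peroxide and 100% = DMSO wells without peroxide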
# Shn3 inh set2: Schnurri-3 reporter inhibition in Clone20 osteoblasts. Clone20 osteoblast Shn3 3'UTR firefly luciferase, 24 h. inhibition, % at 12.5 µM. 360,000 compounds, 0.52% hits;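 active = mean inhibition of at least 75% with every replicate also reaching 75%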;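 note: 0% = median of neutral control wells and 100% = pilot-screen positive control compound; some compounds past the cut are filed as inactive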
# NR2E3 ag-1: activates human NR2E3 receptor. 360,000 compounds, 0.35% hits. CHO-S Gal4-NCOR/VP16-NR2E3 two-hybrid, luciferase. Q9Y5X4. AID 602229. inhibition of corepressor binding, % at 3.98 µM;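 active = inhibition above the mean of all tested compounds plus 3 SD, cut at about 70% in these data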;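 note: 0% = DMSO with NR2E3 transfected cells and 100% = cells lacking NR2E3 construct; higher means lower luciferase signal from less NR2E3 corepressor binding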
# Target sequence (Q9Y5X4 whole entry, looked up, the tested form may be a part): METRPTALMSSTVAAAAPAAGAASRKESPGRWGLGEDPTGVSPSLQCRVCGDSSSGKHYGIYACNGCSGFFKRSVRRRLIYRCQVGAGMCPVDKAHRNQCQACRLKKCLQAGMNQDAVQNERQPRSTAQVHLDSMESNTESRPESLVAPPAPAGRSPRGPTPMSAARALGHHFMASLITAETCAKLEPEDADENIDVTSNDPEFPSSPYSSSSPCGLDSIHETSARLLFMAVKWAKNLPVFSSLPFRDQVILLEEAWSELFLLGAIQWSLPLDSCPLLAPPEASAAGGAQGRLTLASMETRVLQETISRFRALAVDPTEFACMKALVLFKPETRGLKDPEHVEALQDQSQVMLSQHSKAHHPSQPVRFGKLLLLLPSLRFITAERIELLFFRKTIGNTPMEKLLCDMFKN
# NR2E3 ag-2: agonists of human nuclear receptor NR2E3 | inhibition of corepressor binding, % at 4.78 µM | GST-NR2E3/biotin-RetCOR TR-FRET, 1536-well | 320,000 compounds, 0.12% hits | AID 2300 | Q9Y5X4;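 active = percent inhibition above the cutoff of mean plus 3 SD of all tested compounds, set per screening campaign, cut at about 20% in these data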;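 note: 0% = DMSO wells and 100% = biotin wells as full block of FRET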
#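 System: GST-tagged NR2E3 plus biotinylated RetCOR corepressor; Buffer or medium: pH 7.5 Tris-based buffer; Probe or stimulus: RetCOR corepressor, biotinylated, 7 nM; Doses: compound at 4.8 µM, single dose; Schedule: 5 h incubation at 4 °C; Technique: time-resolved FRET; Evaluation: percent inhibition of TR-FRET ratio; Replication: one well per compound, singlicate testing.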
# Peg3 prom inh: inhibitors of Peg3 promoter; HeLa PEG-Prom luciferase reporter, luminescence, overnight; inhibition, % at 20 µM; 360,000 compounds, 1.7% hits; AID 588405;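 active = inhibition of at least 50% at 20 µM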
# HIF-2a inh: blocks HIF-2a reporter activity. 360,000 compounds, 0.72% hits. inhibition, % at 18.8 µM. AID 624352. 786-0 RCC cells HIF-2a reporter, luciferase luminescence, overnight;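 active = inhibition of the luminescence signal of 40% or more relative to plate controls, in a single-dose primary screen at 18.75 µM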
# Active calls of the source: *; nt = not tested or not shown.
SMILES,m5-HT2A agonist,hiPSC survival,CaV13 ICDI inh,PDI turbidity,TRPM1 prom inh,H9c2 protect,Shn3 inh set2,NR2E3 ag-1,NR2E3 ag-2,Peg3 prom inh,HIF-2a inh
O=C(CSc1ncc(-c2ccccc2)n1CC1CCCO1)N1CCCCC1 (stereo not given),-7,3.1,-5,1,2,-4,12,-6,2,4,4
Cc1ccc(C(=O)OCC(=O)NCc2ccc3c(c2)OCO3)cc1S(=O)(=O)N1CCOCC1,-2,1.5,-5,-2,17,6,-14,-31,nt,3,5
COc1cc(Cl)c(S(=O)(=O)N2CCOCC2)cc1Cl,15*,6.7,-4,-1,10,-2,10,-26,1,1,13
Cc1cc(NN)nc(NS(=O)(=O)c2ccc(Cl)cc2)n1,16*,-0.3,-6,4,nt,-1,-4,-39,2,8,6
O=C(NC1CCCc2c1cnn2-c1ccccc1F)c1ccccc1N1CCOCC1 (stereo not given),-5,-0.2,nt,3,5,-1,28,-24,3,-22,-24
O=C(CSc1nc2nn(-c3ccccc3)c(=O)c-2c2n1CCCCC2)c1ccc(O)c(O)c1,4,0.2,nt,53*,-5,100*,6,-9,4,12,-21
Cc1ccc2c(c1)NCC(C(=O)NCc1ccccc1)O2 (stereo not given),-4,-0.5,-7,3,nt,-1,0,-17,-3,9,5
CCN(CC)S(=O)(=O)c1ccc(C(=O)OCC(=O)NCCN2C(=O)CSC2=O)cc1,11,-1.6,-7,-2,-4,-3,-6,15,0,8,13
CCOC(=O)C1CCN(C(=O)c2ccco2)CC1,-2,0.9,-2,6,-5,5,4,-17,2,12,17
COC(=O)c1ccc(CSc2nc3ccc(S(=O)(=O)N4CCOCC4)cc3[nH]2)cc1,-2,0.3,-5,-13,2,-7,14,17,1,21,12
CCOc1ccc(NC(=O)CN(C)C(=O)c2n[nH]c(=O)c3ccccc23)cc1OCC,3,0.3,-4,-1,2,8,-9,3,nt,14,13
Cn1c(Cn2c(=O)sc3ccccc32)nnc1SCC(=O)N1CCCC1,4,0.7,-2,nt,-3,12,-3,-14,1,16,-3
COc1cc(-c2noc(C)c2C(=O)NCCc2c[nH]c3ccccc23)cc(OC)c1OC,8,0.7,-5,16,27,20,3,14,1,8,7
O=C(NC1CCCCC1)C(=S)NCc1ccccc1,-1,0.2,-7,2,-53,-18,-35,-70,1,-146,-242
O=C(c1cccc(S(=O)(=O)N2CCCC2)c1)N1CCCC(C(F)(F)F)C1 (stereo not given),7,0.1,-16,-5,7,-2,-10,-30,-1,9,3
CC(C)C(=O)Nc1ccc2c(c1)C(=O)N(CCC(=O)O)C2=O,1,-2.4,nt,1,1,4,8,24,5,25,7
COC(=O)c1ccc(Oc2ccc(C(C)(C)C)cc2)c([N+](=O)[O-])c1,4,8.7,nt,13,14,-4,-1,-2,1,-14,-21
NS(=O)(=O)c1ccc(NC(=S)NC(=O)c2cccc(Br)c2)cc1,-1,-0.2,-4,3,-19,-2,-17,-38,nt,-59,-42
CC1CCN(Cc2cc(=O)oc3cc4c(cc23)CCCC4)CC1,-6,-0.8,-5,-1,-20,-9,-5,0,2,-42,-79
CS(=O)(=O)N1N=C(c2ccco2)CC1c1ccc(Cl)cc1 (stereo not given),1,1.9,-10,8,-14,6,-14,-7,2,-43,-71
Cn1c(C(=O)NCCCN2CCc3ccccc3C2)cc2c(=O)n(C)c3ccccc3c21,0,-1.1,-2,nt,nt,33,-5,14,-1,-2,15
COc1ccc2nc3n(c(=O)c2c1)-c1ncccc1C(=O)NC3CC(C)C (stereo not given),-1,-1.8,-5,4,nt,23,14,12,nt,8,11
O=C(NCc1ccccn1)c1ccc(CNS(=O)(=O)c2cccc(Cl)c2)cc1,-2,-1.9,nt,0,4,6,11,14,0,-6,5
Cc1ccccc1-c1nnc(CS(=O)(=O)c2ccccc2)o1,2,-0.4,-3,-7,-106,-4,-65,-156,1,-220,-172
CC(C)(C)NS(=O)(=O)c1ccc(OCC(=O)Nc2ccc3c(c2)OCCO3)cc1,3,-2.5,-4,-1,4,0,7,-4,3,10,21
CN(C)S(=O)(=O)c1cccc2nsnc12,-2,4.6,nt,-3,5,-2,-6,5,4,9,15
COc1cccc2sc(N(CCCN(C)C)C(=O)C(c3ccccc3)c3ccccc3)nc12,-10,-0.3,-6,8,72*,-16,-12,20,-1,99*,-1
COc1ccccc1CNc1ccc(CNc2ncn[nH]2)cc1,3,3.4,-19,5,-3,16,5,-18,6,2,-7
CC1CCCC(C)N1CC(O)COc1ccc(Cl)cc1 (stereo not given),-4,-4.7,nt,3,-5,5,-20,5,0,5,3
NC(=O)NOCc1ncc(C(F)(F)F)cc1Cl,-3,-3.6,nt,9,-8,7,-3,-4,-6,-5,15
CS(=O)(=O)N(CC(=O)N1CCN(c2ccc(F)cc2)CC1)C1CCCCC1,-6,-1.1,nt,3,-6,9,-4,-4,3,3,1
CC(=O)N1CCC(C(=O)Nc2nc(-c3ccccc3)ns2)CC1,2,1.6,-10,-3,9,-2,1,-10,1,-14,-22
COC(=O)N1[C@H](Cc2ccccc2)C=C[C@]1(C)C(=O)O,-4,1.3,-4,-4,nt,11,-9,6,0,4,-1
Nc1c(C(=O)Nc2ccccc2)sc2nc(N3CCOCC3)c3c(c12)CCCC3,1,-2.3,-9,-22,nt,7,-21,-148,nt,-213,-285
Cc1cc(C)n(CCC(=O)N/N=C/c2ccc(Cl)c([N+](=O)[O-])c2)n1,-4,0.9,-4,-1,7,0,8,-10,-6,15,13
CCCN(CC(=O)Nc1ccccc1OC)C(=O)c1cc(S(=O)(=O)NCc2ccccc2)ccc1C,8,0.0,nt,-4,0,-2,9,-15,0,19,9
O=S(=O)(c1ccc(OCC(O)CNCc2ccco2)c(Cl)c1)N1CCOCC1 (stereo not given),7,-1.2,nt,-3,1,2,14,-2,-1,8,1
COc1ccc2cc(OCC(=O)NNC(=O)Nc3ccc(OC)c(OC)c3)ccc2c1,-4,-0.4,-5,6,5,-2,6,-6,-1,2,10
Clc1cccc(CNc2ccn3nc(-c4cccc(OCc5ccccc5)c4)cc3n2)c1,-1,-0.1,-9,2,nt,-8,-12,-10,nt,-13,-106
Cc1ccc(C(=O)NCCSc2ccc(Cl)cc2)cc1[N+](=O)[O-],-8,0.5,-1,0,-5,-15,-2,-7,2,11,4
COC(=O)CSC(=S)N1CCCC(C)C1 (stereo not given),1,0.9,-2,4,5,8,-2,11,1,0,-1
CCOC(=O)c1nn(-c2ccc3c(c2)OCCO3)cc1O,8,-0.6,-7,-5,-86,-20,-23,-157,-3,-159,-216
CC(C)(C)c1ccc(OCCNC(=O)Cc2ccc(F)cc2)cc1,1,-1.6,-14,-10,-13,-9,21,-14,-2,11,11
CCCCN(CCCC)CP(=O)(c1ccccc1)c1ccccc1,1,-2.5,-6,-3,7,12,-13,10,-1,33,11
COCCn1c(C)cc(C(=O)CSc2ccc3ccccc3n2)c1C,0,1.8,nt,8,-83,-1,-40,-104,-2,-236,-198
Cc1cccc(NC(=O)CSc2nc3ccccc3nc2N2CCCCC2)c1,2,0.3,-6,nt,nt,-12,6,-37,4,15,-38
Cc1cc(C)cc(CC(CC(=O)Nc2ccc(Cl)cc2)C(=O)O)c1 (stereo not given),-3,-0.5,-1,-1,2,7,6,4,nt,20,11
COc1ccc(-c2cn3cccnc3n2)cc1NC(=O)c1ccc(Br)o1,2,-0.4,-10,4,-8,58*,-15,-22,1,-25,-53

# Three compounds out of the list, arranged by formula weight, ascending.
SMILES,m5-HT2A agonist,hiPSC survival,CaV13 ICDI inh,PDI turbidity,TRPM1 prom inh,H9c2 protect,Shn3 inh set2,NR2E3 ag-1,NR2E3 ag-2,Peg3 prom inh,HIF-2a inh
COC(=O)CSC(=S)N1CCCC(C)C1 (stereo not given),1,0.9,-2,4,5,8,-2,11,1,0,-1
COCCn1c(C)cc(C(=O)CSc2ccc3ccccc3n2)c1C,0,1.8,nt,8,-83,-1,-40,-104,-2,-236,-198
Cc1cccc(NC(=O)CSc2nc3ccccc3nc2N2CCCCC2)c1,2,0.3,-6,nt,nt,-12,6,-37,4,15,-38

# Next part:
SMILES,m5-HT2A agonist,hiPSC survival,CaV13 ICDI inh,PDI turbidity,TRPM1 prom inh,H9c2 protect,Shn3 inh set2,NR2E3 ag-1,NR2E3 ag-2,Peg3 prom inh,HIF-2a inh
Cc1ccc(-c2c[n+](CC(=O)Nc3cc(=O)n(C)c(=O)n3C)c3n2CCC3)cc1,1,0.1,-5,5,10,7,2,10,-3,-3,9
CCn1c(N)c(C(=O)NCC2CCCO2)sc1=S (stereo not given),-4,0.4,-5,-1,3,8,-9,-15,1,2,9
CCC/C=N/NC(=O)C1COc2ccccc2O1 (stereo not given),-1,-0.5,4,-1,-1,-1,10,-53,2,-3,16
COc1ccc(CCNC(=O)CCc2ccsc2)cc1OC,-3,-0.5,-4,7,-7,0,2,-12,-1,16,10
CC1=NC(C(F)(F)F)(C(F)(F)F)C2=C(CC(C)(C)CC2=O)N1Cc1ccco1,0,-1.3,nt,-1,-7,8,13,19,3,13,15
O=C(NNC(=O)c1sccc1-n1cccc1)c1cccs1,-3,0.1,2,8,13,0,-9,-23,-1,8,12
CCOc1ccc(-c2nnc(SCC(=O)Nc3ccc4c(c3)c3ccccc3n4CC)n2N)cc1,-3,-0.7,-6,-1,78*,-19,58,-8,0,34,4
Cc1nc(N)ncc1CCC1OCCO1,0,-1.1,-6,-1,nt,-2,-10,-8,nt,-7,-4
COc1cccc(C2C(C(=O)c3cccs3)=C(O)C(=O)N2c2cc(C)on2)c1 (stereo not given),3,5.6,-4,6,0,2,0,-22,3,-72,-151
O=C1C=C(Nc2ccc(Cl)cc2)CC(c2ccc(Cl)cc2)C1 (stereo not given),-4,1.6,nt,6,14,-1,26,6,1,29,16
COc1ccc(NC(=O)CSc2nc(O)cc(=O)n2-c2ccc(OC)cc2)cc1,4,0.3,-8,-5,-6,5,5,2,6,10,7
Cc1nnc(SCc2nc3ccccc3s2)n1-c1ccccc1,-1,-1.0,-5,-5,-9,-6,2,-76,2,-259,-330
CCn1c(/N=C/c2ccccc2NS(=O)(=O)c2ccc(C)cc2)nc2ccccc21,1,-1.8,nt,-4,9,3,1,15,1,24,14
CCCOc1ccc(C(=O)CCC(=O)OC(C)C(=O)Nc2ccc(NC(C)=O)cc2)cc1 (stereo not given),-4,-0.3,-7,-2,-26,-10,-40,-9,1,-54,-52
CCn1c(C)c(C)c2cc(C(=O)NCCCN3CCCCCC3)ccc21,-9,-0.2,-14,-4,3,0,-10,-13,-1,-6,3

# Looked up above:
# COc1ccc2cc(OCC(=O)NNC(=O)Nc3ccc(OC)c(OC)c3)ccc2c1 | HIF-2a inh: 10
# O=C(NNC(=O)c1sccc1-n1cccc1)c1cccs1 | hiPSC survival: 0.1
# COC(=O)c1ccc(Oc2ccc(C(C)(C)C)cc2)c([N+](=O)[O-])c1 | m5-HT2A agonist: 4
# O=S(=O)(c1ccc(OCC(O)CNCc2ccco2)c(Cl)c1)N1CCOCC1 (stereo not given) | Shn3 inh set2: 14
